Source: PubChem (several laboratories)
NCOA1 inh: SRC1 coactivator transcriptional activity inhibitors, primary screen, cell-based, luminescence. Nuclear receptor coactivator 1 (Homo sapiens), Q15788. HEK293 GAL4-SRC1 luciferase reporter. inhibition, % at 3.6 µM. actives 0.12% (n = 360,000). AID 588354, 2011;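 active means inhibition above the campaign mean plus 3 SD, with each screening campaign given its own cutoff, cut at about 60% in these data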;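 further: 0% = DMSO treated cells and 100% = gossypol at 36 µM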
COUP-TFII inh: NR2F2 transcriptional activity inhibitors, primary screen, cell-based, luciferase reporter, HEK293T, luminescence | COUP transcription factor 2 (Homo sapiens), P24468 | inhibition, % at 8.6 µM | HEK293T NGFI-A luciferase reporter | actives 0.7% (n = 370,000);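 active means inhibition above a per-plate cutoff, mean inhibition of test wells between control levels plus 3 SD, cut at about 38% in these data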;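 further: cells cotransfected with COUP-TFII expression vector driving the NGFI-A reporter; 0% = median of COUP-TF2 test wells and 100% = reporter-only cells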
CF NFkB block: inhibitors of PAF-induced NF-kB signaling, primary screen, cell-based, GFP fluorescence, uHTS. KKLEB NF-kB-GFP reporter, GFP fluorescence overnight. actives 0.86% (n = 360,000). inhibition, % at 5 µM. AID 588850, 2011;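 active means at least 50% inhibition at 5 µM, scaled per plate between neutral and stimulator controls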;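 further: PAF is a Pseudomonas aeruginosa culture filtrate used as stimulus; plate controls were PAF-stimulated DMSO wells for no effect and unstimulated DMSO wells for full effect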
NR5A2 inv ag: LRH-1 (NR5A2) inverse agonists, primary screen, cell-based, luminescence, HEK293T, StAR-luciferase reporter | Nuclear receptor subfamily 5 group A member 2 (Homo sapiens), O00482 | LRH-1 transfected, 24 h | actives 0.13% (n = 360,000) | inhibition, % at 3.6 µM | AID 602396, 2012;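 active means inhibition above the mean inhibition of all tested compounds plus 3 SD, cut at about 73% in these data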;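 further: 0% = DMSO wells and 100% = reporter-only cells lacking LRH-1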
NCOA2 inhibitor: inhibition of GAL4-SRC2 driven luciferase reporter, primary screen, SRC2 inhibitor project, cell-based, luminescence; Nuclear receptor coactivator 2 (Homo sapiens), Q15596; HEK293 GAL4-SRC2 luciferase reporter; inhibition, % at 9 µM; actives 0.17% (n = 370,000); AID 651957, 2012;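 active means inhibition above the mean inhibition of all tested compounds plus 3 SD, set per campaign, cut at about 52% in these data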;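 further: 0% = DMSO treated cells and 100% = cells given Gossypol at 36 µM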
Target sequence (Q15596 whole entry, looked up, the tested form may be a part): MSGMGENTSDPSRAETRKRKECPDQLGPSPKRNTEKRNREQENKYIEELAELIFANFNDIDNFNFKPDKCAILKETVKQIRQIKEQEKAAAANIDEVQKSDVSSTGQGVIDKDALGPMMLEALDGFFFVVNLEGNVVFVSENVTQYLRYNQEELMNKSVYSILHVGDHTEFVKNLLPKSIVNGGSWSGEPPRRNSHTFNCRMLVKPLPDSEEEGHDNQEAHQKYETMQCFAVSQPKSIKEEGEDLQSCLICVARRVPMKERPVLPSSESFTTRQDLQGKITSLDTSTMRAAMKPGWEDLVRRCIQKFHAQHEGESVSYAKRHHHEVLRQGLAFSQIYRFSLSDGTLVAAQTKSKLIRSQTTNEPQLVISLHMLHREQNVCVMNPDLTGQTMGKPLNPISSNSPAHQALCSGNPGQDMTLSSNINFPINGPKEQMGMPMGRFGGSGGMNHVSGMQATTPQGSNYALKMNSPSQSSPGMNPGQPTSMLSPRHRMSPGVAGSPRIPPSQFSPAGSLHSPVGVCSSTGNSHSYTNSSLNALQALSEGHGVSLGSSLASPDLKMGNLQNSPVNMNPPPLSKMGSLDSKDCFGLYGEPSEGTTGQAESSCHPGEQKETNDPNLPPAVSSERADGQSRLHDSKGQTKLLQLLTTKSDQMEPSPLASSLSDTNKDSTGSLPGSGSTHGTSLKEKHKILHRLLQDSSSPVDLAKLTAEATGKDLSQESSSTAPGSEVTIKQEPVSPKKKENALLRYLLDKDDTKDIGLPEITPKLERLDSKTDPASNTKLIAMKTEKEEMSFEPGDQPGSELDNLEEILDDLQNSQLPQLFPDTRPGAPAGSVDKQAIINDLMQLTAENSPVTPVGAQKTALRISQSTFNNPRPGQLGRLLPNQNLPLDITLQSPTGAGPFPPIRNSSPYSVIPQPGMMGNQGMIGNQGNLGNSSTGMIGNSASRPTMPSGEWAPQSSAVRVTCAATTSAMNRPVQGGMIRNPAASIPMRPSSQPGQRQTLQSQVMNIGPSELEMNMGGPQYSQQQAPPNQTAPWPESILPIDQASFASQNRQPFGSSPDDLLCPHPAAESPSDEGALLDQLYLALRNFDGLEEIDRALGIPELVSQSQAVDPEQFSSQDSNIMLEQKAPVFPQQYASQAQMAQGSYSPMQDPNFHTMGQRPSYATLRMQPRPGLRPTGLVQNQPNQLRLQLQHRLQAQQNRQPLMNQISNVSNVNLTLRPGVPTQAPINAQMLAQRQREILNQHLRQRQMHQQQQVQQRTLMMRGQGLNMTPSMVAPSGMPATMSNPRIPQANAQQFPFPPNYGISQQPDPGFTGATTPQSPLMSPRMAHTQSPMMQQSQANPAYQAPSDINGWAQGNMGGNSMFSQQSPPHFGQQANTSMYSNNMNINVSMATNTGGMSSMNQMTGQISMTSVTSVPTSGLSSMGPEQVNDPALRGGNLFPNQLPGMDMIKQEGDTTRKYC
SRC3 inh: SRC3 coactivator transcriptional activity inhibitors, primary screen, cell-based, luminescence | Nuclear receptor coactivator 3 (Homo sapiens), Q9Y6Q9 | HEK293 GAL4-SRC3 luciferase reporter | inhibition, % at 3.6 µM | actives 0.17% (n = 360,000);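 active means inhibition above a per-campaign cutoff, the mean of all compounds plus 3 SD, cut at about 60% in these data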;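 further: 0% = DMSO-treated cells and 100% = gossypol-treated cells at 36 µM; higher means less SRC3-driven luciferase light from the GAL4 reporter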
C8 TRAIL sens: viability loss with TRAIL in NB7+C8 cells, primary screen, TRAIL sensitizer project, cell-based, ATPlite luminescence | inhibition (viability loss, TRAIL sensitization), % at 10 µM | actives 1% (n = 360,000) | AID 624354, 2012;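 active means compounds causing at least 50% loss of cell viability in the single-dose screen, relative to plate controls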
KKLEB tox: cytotoxicity in KKLEB CF airway cells, primary screen, cytotoxicity control for CF NF-kB inhibitor project, cell-based, uHTS, fluorescence assay plates. KKLEB CF airway cells viability, ATPlite luminescence, overnight; hits give low values; cells stimulated with P. aeruginosa culture filtrate. activity change (cytotoxicity), % at 5 µM. actives 0.36% (n = 360,000). AID 602141, 2011;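 active means corrected activity change at or below -50% at 5 µM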
TWEAK-Fn14 inh: inhibitors of TWEAK-Fn14 signaling, primary screen, luciferase reporter cells, uHTS | inhibition, % at 10 µM | AID 1159606, 2016 | actives 2% (n = 360,000) | TWEAK-stimulated Fn14 reporter cells, luciferase luminescence, 8 h; in the data active means inhibition above about 50%
EBV LMP1 NFkB: EBV LMP1-driven NF-kappaB luciferase reporter inhibitors, primary screen, cell-based, luminescence, single point; LMP1-induced NF-kappaB luciferase reporter cells; inhibition, % at 12.5 µM; actives 0.69% (n = 350,000); AID 504558, 2011; in the data active means inhibition above about 41%;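 further: 0% = neutral control wells and 100% = reference inhibitor control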
TROY signal inh: inhibitors of TROY-driven NF-kB signaling, primary screen, Q293 LMP1-TROYcd cells, NF-kB luciferase, uHTS; inhibition, % at 10 µM; actives 0.98% (n = 360,000); Q293 LMP1-TROYcd NF-kB luciferase reporter, 4 h;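 active means compounds whose plate-normalised and pattern-corrected inhibition of the luciferase reporter signal at the single screening dose is 50% or more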
Active calls of the source: *; nt = no result given.

SMILES | NCOA1 inh | COUP-TFII inh | CF NFkB block | NR5A2 inv ag | NCOA2 inhibitor | SRC3 inh | C8 TRAIL sens | KKLEB tox | TWEAK-Fn14 inh | EBV LMP1 NFkB | TROY signal inh
COc1ccc([C@H]2CC(=O)C=C(c3ccc4cc[nH]c4c3)C2)cc1 | -11 | -4 | -6 | -38 | -6 | -14 | 5 | -8 | -5 | 1 | -6
CCCCN(CC)CCCNC(=O)c1cc2c(=O)n(C)c3ccccc3c2n1C | -4 | -47 | -40 | 7 | -65 | -4 | 8 | -8 | -35 | -41 | -25
CCOC(=O)c1c(-c2ccccc2)oc2ccc(O)c(CN3CCCC3)c12 | 8 | 6 | 10 | -21 | 23 | 1 | 12 | -17 | -17 | -30 | -15
O=C(NCc1ccc(Cl)cc1)Nc1ccc(F)cc1 | -25 | -17 | -17 | -22 | -29 | -19 | 3 | 2 | -10 | -8 | -33
CCOC(=O)c1c(-c2ccc(C)o2)csc1NC(=O)CN(C)CC(=O)Nc1ccc(C)cc1 | 6 | 10 | 1 | 8 | 24 | -2 | -14 | 5 | 11 | 7 | 9
CC(C)[C@H](NC(=O)N1CC(=O)Nc2ccccc21)C(=O)N[C@H](Cc1c[nH]c2ccccc12)C(=O)O | -13 | -2 | -54 | 10 | 17 | 0 | -3 | -8 | 3 | 2 | -8
O=C(COC(=O)c1ncc(Cl)c(Cl)c1Cl)c1ccc(Cl)s1 | 16 | 3 | 2 | 5 | -43 | 20 | 4 | -3 | -11 | -3 | -1
N[C@@H](Cc1ccccc1)C(=O)N1CCC(C(=O)N[C@@H](Cc2c[nH]c3ccccc23)C(=O)O)CC1 | -17 | -7 | -3 | -5 | -18 | 1 | -6 | 8 | 13 | 6 | 4
O=C(COC(=O)C1=COCCO1)Nc1ccc(Br)cc1Br | -5 | -16 | -5 | -1 | -12 | 15 | 16 | 2 | -15 | 5 | -17
CCOc1ccc(NC(=O)CSc2nnc(C3CC3)n2C)cc1S(=O)(=O)N1CCCCC1 | -8 | 11 | -5 | 0 | -1 | 3 | 1 | 14 | 3 | -1 | 3
COc1ccc(-c2cc(C(F)(F)F)nc(S(=O)(=O)CCCC(=O)Nc3cc(C)on3)n2)cc1OC | -27 | -28 | 102* | -3 | -20 | -19 | -1 | -75* | 96* | -1 | 52*
O=C(OCc1c(-c2ccccc2)ncc2ccccc12)c1ccc(C(F)(F)F)cc1 | -11 | 3 | 49 | -7 | 10 | 0 | 11 | -33 | -42 | 9 | -14
Cc1ccc(S(=O)(=O)CNC(=O)c2ccccc2)cc1 | -1 | -1 | 6 | 12 | -34 | -2 | -8 | -5 | 12 | -1 | -1
N#Cc1c(N2CCOCC2)nsc1-c1ccccc1 | -27 | -33 | -14 | -16 | -19 | -47 | 9 | 1 | -27 | -10 | -24
O=C(CN1CCCCCC1)Nc1ccc(Oc2ccccc2)cc1 | -4 | -3 | 16 | -19 | 10 | 1 | 4 | -7 | 4 | -6 | -8
O=C(COc1ccc(S(=O)(=O)N2CCOCC2)cc1)Nc1ccc(Cl)c(C(F)(F)F)c1 | 4 | 20 | 9 | 5 | 12 | 18 | 4 | -23 | 26 | -1 | 9
CCC1OC(C)Cc2[nH][nH]c(=O)c21 (configuration not stated) | nt | -7 | nt | -12 | -5 | nt | -9 | nt | -25 | nt | -13
COc1ccc(C(=O)c2coc3ccc(O)c(CN4CCCC4)c23)cc1 | 2 | 8 | -20 | 8 | 8 | 0 | -4 | 2 | -18 | 1 | 3
COc1ccc(-c2ccnc(SCC(=O)Nc3ccccn3)n2)cc1 | -10 | 7 | 18 | 5 | 3 | 13 | 12 | -20 | 1 | 1 | 19
CCCn1c(CNC(=O)c2cccs2)nc2ccccc21 | 0 | -11 | 0 | -18 | 15 | -3 | 7 | 0 | 0 | -3 | -17
CN(CC(=O)Nc1ccc(S(=O)(=O)N2CCCC2)cc1)Cc1ccc(Cl)c(Cl)c1 | -2 | 14 | 12 | 7 | 8 | 9 | 7 | -2 | -3 | 7 | 30
Cc1ccccc1CN1CCSc2sccc2C1=O | -5 | -4 | 2 | 0 | 14 | 3 | -3 | -6 | 1 | 8 | 19
Cc1ccc(N2CCN(CC3CC=CCC3)CC2)cc1 (configuration not stated) | -18 | 15 | -12 | -44 | -1 | 8 | 1 | -15 | 1 | -7 | -2
O=C(NCCN1CCCCC1)c1cc2ccccc2[nH]1 | -22 | -5 | 10 | 1 | -9 | 1 | 3 | -10 | -29 | -2 | -9
NC(=O)c1ccsc1NC(=O)CSc1nncs1 | -3 | -7 | 13 | -16 | -16 | -16 | 4 | -15 | 5 | 2 | -4
COc1ccccc1OCc1ccc(C(=O)NN)cc1 | -9 | 6 | -6 | 0 | -15 | 3 | -12 | 7 | -9 | 9 | 6
Cc1ccc(CNC(=O)c2cccc3c2C(=O)c2ccc(N4CCCCC4)cc2S3(=O)=O)cc1 | -11 | -5 | -12 | -1 | -21 | -13 | 19 | -6 | 12 | -1 | -46
COc1ccc(S(=O)(=O)N2CCCOC2CNC(=O)C(=O)NCc2ccco2)cc1 (configuration not stated) | 6 | 15 | -7 | 6 | 12 | 9 | 3 | 12 | -10 | 3 | 14
COc1ccc(N(CC(=O)O)S(=O)(=O)c2ccc(OC)c(OC)c2)cc1 | 3 | 5 | -9 | -20 | -28 | -13 | 14 | 7 | -5 | -2 | -1
COc1ccc(-n2cc3c(-c4cccc(Br)c4)nnc(C)c3n2)cc1 | -26 | -4 | -68 | 13 | -49 | -15 | -10 | 2 | -26 | 5 | -12

Single records, as listed above. Order of screens: NCOA1 inh	COUP-TFII inh	CF NFkB block	NR5A2 inv ag	NCOA2 inhibitor	SRC3 inh	C8 TRAIL sens	KKLEB tox	TWEAK-Fn14 inh	EBV LMP1 NFkB	TROY signal inh
Entry for `Cc1ccc(S(=O)(=O)CNC(=O)c2ccccc2)cc1` → -1	-1	6	12	-34	-2	-8	-5	12	-1	-1
Entry for `COc1ccc(-c2ccnc(SCC(=O)Nc3ccccn3)n2)cc1` → -10	7	18	5	3	13	12	-20	1	1	19

More entries
SMILES | NCOA1 inh | COUP-TFII inh | CF NFkB block | NR5A2 inv ag | NCOA2 inhibitor | SRC3 inh | C8 TRAIL sens | KKLEB tox | TWEAK-Fn14 inh | EBV LMP1 NFkB | TROY signal inh
O=C(CCC(=O)c1ccccc1)Nc1ccccc1OC(F)F | -15 | 4 | 8 | -14 | 17 | 10 | -5 | 3 | -8 | 9 | -18
C=CCn1c(Cc2cccs2)nnc1SC/C=C/c1ccccc1 | -19 | 9 | 15 | -16 | 8 | -13 | 3 | -6 | 7 | 1 | 2
c1coc(-c2cnc3ccccc3n2)c1 | -87 | -18 | -3 | -40 | -33 | -125 | 6 | -15 | 11 | -14 | -10
c1ccc(C2CCC(N3CCN(c4ccccc4)CC3)CC2)cc1 (configuration not stated) | -3 | nt | 2 | 22 | nt | 5 | 7 | 3 | -4 | -1 | 8
COc1ccc(-n2c(C)cc(-c3csc(NC(=O)c4ccc(S(=O)(=O)N(C)C)cc4)n3)c2C)cc1 | -18 | 3 | 6 | -2 | 0 | 3 | 15 | 9 | -11 | 14 | 12
COc1ccc(-c2ccc(CN3C(CC(C)C)C(=O)N(Cc4cn(CC5CCCCC5)nn4)CCS3(=O)=O)cc2)cn1 (configuration not stated) | 3 | 19 | 66* | -18 | -32 | -5 | 30 | -13 | 2 | 3 | 8
O=C(NCc1ccccc1)N1CCC(CO)(Cc2cccc(F)c2)CC1 | -1 | 12 | -1 | 8 | -24 | 21 | -18 | 8 | 11 | -1 | 21
O=C(N1CCOCC1)N1CCN(C(=O)N(c2ccccc2)c2ccccc2)CC1 | 6 | 1 | 8 | -1 | -12 | 13 | 29 | 13 | -6 | 6 | -8
Cc1nn(-c2ccccc2)c(Cl)c1C(=O)NCC1CCCO1 (configuration not stated) | -9 | -7 | 12 | -6 | -19 | -4 | 5 | 18 | 0 | 2 | -14
CN(C)c1oc(-c2ccc(OCc3ccc(Cl)cc3)cc2)nc1C#N | 6 | 10 | 8 | 0 | 16 | 22 | 3 | -32 | -26 | 3 | -5
COc1ccc(CNC(=O)/C=C/c2ccc(OCCCF)cc2)cc1 | -33 | -25 | -8 | 14 | 8 | -12 | 7 | 5 | -2 | -13 | -20
O=C(COc1ccccc1Cl)NCCCNC(=O)c1ccccn1 | -3 | 17 | -19 | -6 | -20 | -8 | -11 | -22 | -10 | 5 | 3
Cc1cccc(CNc2ncnc3[nH]ncc23)c1 | 0 | 23 | 16 | 9 | 17 | 11 | -8 | -19 | 28 | 5 | 18
COc1cc2cc(OC(C)=O)c3cc4c(cc3c2c(OC)c1OC)OCO4 | nt | 6 | nt | 10 | -9 | nt | 4 | nt | -3 | nt | -10
C/C(=N\OCC(=O)O)c1ccc(Cl)cc1 | -16 | 19 | -21 | 6 | -20 | 22 | 36 | 1 | -14 | -9 | 0

Structures listed so far containing a Cl atom (eight):
SMILES | NCOA1 inh | COUP-TFII inh | CF NFkB block | NR5A2 inv ag | NCOA2 inhibitor | SRC3 inh | C8 TRAIL sens | KKLEB tox | TWEAK-Fn14 inh | EBV LMP1 NFkB | TROY signal inh
O=C(NCc1ccc(Cl)cc1)Nc1ccc(F)cc1 | -25 | -17 | -17 | -22 | -29 | -19 | 3 | 2 | -10 | -8 | -33
O=C(COC(=O)c1ncc(Cl)c(Cl)c1Cl)c1ccc(Cl)s1 | 16 | 3 | 2 | 5 | -43 | 20 | 4 | -3 | -11 | -3 | -1
O=C(COc1ccc(S(=O)(=O)N2CCOCC2)cc1)Nc1ccc(Cl)c(C(F)(F)F)c1 | 4 | 20 | 9 | 5 | 12 | 18 | 4 | -23 | 26 | -1 | 9
CN(CC(=O)Nc1ccc(S(=O)(=O)N2CCCC2)cc1)Cc1ccc(Cl)c(Cl)c1 | -2 | 14 | 12 | 7 | 8 | 9 | 7 | -2 | -3 | 7 | 30
Cc1nn(-c2ccccc2)c(Cl)c1C(=O)NCC1CCCO1 (configuration not stated) | -9 | -7 | 12 | -6 | -19 | -4 | 5 | 18 | 0 | 2 | -14
CN(C)c1oc(-c2ccc(OCc3ccc(Cl)cc3)cc2)nc1C#N | 6 | 10 | 8 | 0 | 16 | 22 | 3 | -32 | -26 | 3 | -5
O=C(COc1ccccc1Cl)NCCCNC(=O)c1ccccn1 | -3 | 17 | -19 | -6 | -20 | -8 | -11 | -22 | -10 | 5 | 3
C/C(=N\OCC(=O)O)c1ccc(Cl)cc1 | -16 | 19 | -21 | 6 | -20 | 22 | 36 | 1 | -14 | -9 | 0
